# Screens from PubChem BioAssay.
# Tb PYK inh: T. brucei pyruvate kinase inhibition; Potency, µM (highest dose often 76.8 µM), for inactives: at the highest dose activity, negative = inhibition, actives largely listed as inhibitors; TbPYK enzyme, Kinase-Glo Plus ATP luminescence, 45 min; AID 624173; 410,000 compounds, 0.12% hits; Q57TT1; further: potency means the concentration at half of the fitted maximal effect; on the % scale 0 is the no-effect control and ±100 the full control effect; nearly all actives have a fitted effect of over 50% in size
#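 Activity of T. brucei pyruvate kinase was followed by Kinase-Glo Plus luminescence after the enzyme reacted 45 min at room temperature with 130 uM ADP (final) and substrate. Test compounds were added before ADP at multiple concentrations.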
# Pf growth 48h: P. falciparum growth inhibition at 48 hours (one generation); AID 504832; P. falciparum luciferase growth in erythrocytes, 48 h; 310,000 compounds, 5.9% hits; Potency, µM (top dose mostly 28.7 µM), inactives show top-dose activity change, negative = inhibition, hits mostly inhibitors; further: potency means the concentration at half of the fitted maximal effect; on the % scale 0 is the no-effect control and ±100 the full control effect
#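 Erythrocytes infected with P. falciparum carrying an integrated firefly luciferase reporter (2% hematocrit, 0.1% parasitemia final) were exposed to compounds in RPMI 1640 with 0.5% Albumax at 37 C, 5% CO2. Growth inhibition was scored as reduced luminescence.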
# LmPK inh: LmPK (Leishmania mexicana) enzyme inhibition; purified LmPK, Kinase-Glo ATP luminescence, 1 h; Potency, µM (highest dose often 57.5 µM), for the others: at the highest dose activity change, negative = inhibition, most hits filed as inhibitors; 290,000 compounds, 0.37% hits; AID 1721; further: potency means the concentration at half of the fitted maximal effect; on the % scale 0 is the no-effect control and ±100 the full control effect
# Target sequence (Q27686 whole entry, looked up): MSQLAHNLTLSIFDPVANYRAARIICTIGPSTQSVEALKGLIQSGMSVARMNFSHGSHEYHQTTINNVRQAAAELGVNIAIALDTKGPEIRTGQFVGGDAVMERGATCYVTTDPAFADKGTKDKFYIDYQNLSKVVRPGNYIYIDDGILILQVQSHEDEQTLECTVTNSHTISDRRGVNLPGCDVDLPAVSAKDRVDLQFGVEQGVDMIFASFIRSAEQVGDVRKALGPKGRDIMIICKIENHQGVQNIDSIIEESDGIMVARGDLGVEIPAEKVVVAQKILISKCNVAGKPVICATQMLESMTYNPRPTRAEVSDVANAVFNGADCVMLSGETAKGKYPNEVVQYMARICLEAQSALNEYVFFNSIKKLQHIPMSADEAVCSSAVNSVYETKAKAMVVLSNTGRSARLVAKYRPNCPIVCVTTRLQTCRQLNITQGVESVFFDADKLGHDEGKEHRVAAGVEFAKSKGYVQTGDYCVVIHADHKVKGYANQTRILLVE
#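 Pyruvate kinase activity monitored as ATP production (luciferase luminescence). Conditions: 0.1 nM enzyme, 0.5 mM PEP, 0.1 mM ADP, 1 h, RT; normalized against uninhibited and no-enzyme wells.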
# Pf growth 96h: P. falciparum growth inhibition at 96 hours; Potency, µM (top dose mostly 28.7 µM), without a hit: top-dose activity change, negative = inhibition, usual class: inhibitors; P. falciparum luciferase reporter growth, 96 h; 320,000 compounds, 6.9% hits; AID 504834; further: potency means the concentration at half of the fitted maximal effect; on the % scale 0 is the no-effect control and ±100 the full control effect
#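 Compounds incubated with erythrocytes infected by luciferase-expressing P. falciparum (2% hematocrit, 0.05% parasitemia final) for 96 hours, 37 C in 5% CO2. Growth inhibition scored as decreased luciferase luminescence.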
# CHX counter: counter-screen for Shiga toxin inhibitors: cycloheximide protein synthesis inhibition; cell reporter, cycloheximide protein synthesis inhibition counterscreen; max response, %; 300,000 compounds, 12% hits; in the data active means max response mostly above about 13%, no sharp cut-off; inactive means mostly below about 14%; further: read at 38.3 µM for the half of the compounds with a filed dose; 0% is about no effect
# HCV inhibitor: blocks hepatitis C virus; 340,000 compounds, 3.4% hits; Potency, µM (top dose mostly 41.8 µM), without a hit: at the highest dose activity change, negative = inhibition, usual class: inhibitors; Huh7.5.1 HCVcc-Cre infection, luciferase reporter, 44 h; further: potency means the concentration at half of the fitted maximal effect; on the % scale 0 is the no-effect control and ±100 the full control effect
#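 A cell-based infection assay in which seeded cells (1,000 per well) receive test compound after 4 h, are inoculated with HCVcc-Cre at approximately 0.5 moi, and are incubated 44 h before luminescence detection.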
# Shiga inhibitor: Shiga toxin inhibition; inhibition, % at 38.7 µM; Vero cells, Shiga toxin protein synthesis inhibition reporter; 290,000 compounds, 9.2% hits; in the data active means inhibition mostly above about 28%, no sharp cut-off; inactive means mostly below about 43%; further: 0% is about no effect
# * hit, by the source's call; u = inconclusive; x = no result given; + = active, no number; & = joins results of further samples; [ ] = dose if it differs, or a comment. Unless noted, the call rests on the fitted dose curve; in most records, active means well fitted curve in the direction sought with a large enough effect; inconclusive means small, poorly fitted or top-dose-only effect, or another doubt; inactive means no such curve, though single readings can be large; an effect the other way counts as inactive or inconclusive.
no.	molecule	CHX counter	Pf growth 96h	Shiga inhibitor	HCV inhibitor	LmPK inh	Tb PYK inh	Pf growth 48h
1	C/C=C/CC1(CC)C(=O)NC(=S)NC1=O	-6	94%[activator]	-5	3%	-5%	2%	34%[activator]
2	Cc1ccc2oc(=O)c(/C=C(\O)c3ccccc3)nc2c1	2	24%	19	-12%	10%	0%	17%
3	O=C1c2ccccc2C(=O)N1CC1=CCS(=O)(=O)C1	-4	22%	-3	7%	2%	-3%	-8%
4	CCOC(=O)C(NC(=O)c1ccc(F)cc1)(Nc1sc2c(c1C(N)=O)CCC2)C(F)(F)F (stereo unspecified)	-2	u	14	4%	-4%	-6%	u
5	COCC(=O)N(C)CC1CCCN(CCc2ccccc2OC)C1 (stereo unspecified)	-3	u	4	12%	-3%	2%	8%
6	O=S(=O)(/C=C/c1ccccc1)N1CCOCC1	-1	40%[activator]	-3	5%	-6%	1%	6%
7	O=C(O)CCc1nn2c3ccccc3n(CC(=O)c3cccs3)c2nc1=O	-1	-6%	-6	4%	-3%	-7%	3%
8	Cc1cccc(OCC(=O)Nc2ccccc2N2CCN(C)CC2)c1	-3	8%	-14	-9%	5%	6%	5%
9	COc1cccc(S(=O)(=O)Nc2ccc3sc(C)nc3c2)c1	-3	173%[activator]	-5	u	11%	2%	x
10	Cc1ccc2nc(-c3ccc(S(=O)(=O)N4CCCCC4)cc3)cn2c1	25*	56%[activator]	66*	u	3%	0%	39%[activator]
11	Cc1cc(C)n(-c2cc(N3CCOCC3)nc(-c3ccccc3)n2)n1	-2	-13%[5.75 µM]	14	u	4%	3%	u
12	CCNC(=O)c1c(O)c2cccc3c2n(c1=O)CC3	6	u	-11	11%	2%	-6%	u
13	COc1ccccc1CNC(=O)c1ccc2nc3[nH]c4ccccc4c3nc2c1	10	-21%	31	u	-4%	-9%	u
14	Cn1nnc(NC(=S)NC(=O)c2cccc3c(Cl)cccc23)n1	15	u	-5	21%	0%	-8%	u
15	CC(/C=N\NC(=O)CN1CCN(S(=O)(=O)c2ccc(C)cc2)CC1)=C\c1ccccc1	-3	u	-3	-3%	3%	-13%	-23%
16	Cc1cccc(N2CC(O)=C(c3nc4ccccc4n3C)C2=N)c1	0	u	16	2%	2%	1%	44%[activator]
17	COc1ccc([N+](=O)[O-])cc1NC1C2CC3CC(C2)CC1C3 (stereo unspecified)	-2	0.52µM*	28	-14%	1%	1%	8%
18	CSc1ccc(CN(C)C(=O)c2cccc(S(=O)(=O)N3CCN(Cc4ccccc4)CC3)c2)cc1	x	u	x	u	x	0%	u
19	CNC(=O)c1cc(S(=O)(=O)N2CC(C)OC(C)C2)ccc1N1CCOCC1 (stereo unspecified)	-4	-17%	-14	11%	0%	u	-9%
20	CCCC(=O)n1nc(-c2cccnc2)nc1NCc1ccc(OC)cc1	8	u	-7	-25%	2%	5%&-6%	11%
21	Cc1ccc(CN2C3=NCCN3c3ccccc32)cc1	-3	5%	-10	-23%	0%	0%	u
22	O=[N+]([O-])c1ccccc1OCCCN1CCc2ccccc2C1	9.9*	-100%	27	-10%	-9%	-1%	-8%
23	CC(C)(C)c1nc2ccccc2c2nnc(SCC(=O)NCc3ccco3)n12	18	-3%	18	x	1%	-13%	u
24	Cc1cccc(CN(C)C)c1OC(=O)N(C)C	7	5.9µM*	-15	15%	2%	4%	19%
25	CC(C)NC(=O)CCCc1ccccc1	27*	-15%	58*	21%	5%	1%	51%[activator]
26	O=C(Nc1ncccc1O)c1cccc(S(=O)(=O)N2CCCC2)c1	x	-1%	x	6%	x	2%	2%
27	CCN(CC)CCCNC(=O)c1cc(-c2ccc(O)cc2)on1	0	u	-8	-7%	-4%	2%	x
28	COc1ccc([C@H]2[C@H](C(=O)C(C)(C)C)N3N=Cc4ccccc4C3[C@]23N=C(c2ccccc2)OC3=O)cc1 (stereo partly specified)	11	9.3µM*	29	-14%	2%	2%	13µM*
29	COc1cc(NC(=O)COC(=O)Cn2cnc3c2c(=O)n(C)c(=O)n3C)cc(OC)c1	x	-17%	x	16%	x	-4%	-3%
30	Cc1ccc(/C=C(\C#N)C(=O)Nc2cccc(C)n2)cc1	1	-9%	26	-21%	-3%	-7%	12%
31	Cc1cc(Br)ccc1NC(=O)CNC(=O)CNc1cccc([N+](=O)[O-])c1	x	10%	x	-25%	x	-5%	-20%
32	CC[C@H](NC(C)C)[C@H](O)c1ccc(O)c(O)c1	x	13µM*	x	x	x	0%	u
33	CCOC(=O)C(NC(=O)c1cccc(Cl)c1)(Nc1sc2c(c1C(N)=O)CCC2)C(F)(F)F (stereo unspecified)	-3	u	-9	13µM*	2%	-11%	u
34	Cc1ccc(C(=O)NCC(=O)NCC(=O)OCC(=O)c2ccc(F)cc2)cc1	-3	-26%	-9	2%	1%	0%	-3%
35	Cc1ccc(C)c(OCCN2C(=O)NC3(CCc4ccccc4C3)C2=O)c1 (stereo unspecified)	1	-24%	-12	-15%	1%	11%	-1%
36	N#Cc1c(-c2ccccc2)cc2nc3ccccc3n2c1N	24*	u	0	8%	-2%	-2%	-14%
37	COc1ccc(-c2[nH]nc(-c3ccccc3)c2-c2nc3ccccc3[nH]2)cc1	-2	26%	-20	-3%	6%	-3%	-16%
38	Cc1oc(-c2ccccc2Cl)nc1CS(=O)CC(=O)NCc1ccc(Cl)cc1 (stereo unspecified)	-2	-20%	-5	-26%	6%	-1%&0%	10%
39	CCc1nnc(NC(=O)Cc2ccc(Br)cc2)s1	-2	4%	-13	-9%	0%	-7%	-2%
40	C=C1C(=O)O[C@@H]2C[C@@H](C)[C@@H]3C=CC(=O)[C@@]3(C)[C@@H](OC(C)=O)[C@H]12	-8	2.9µM*	-11	2.8µM*	3%	-6%	2.1µM*
41	CC(=NCCN1CCCCC1)c1c(O)[nH]c(=O)[nH]c1=O	20	x	87*	17%	0%	-5%	8%
42	CCOC(=O)C1CCCN(Cc2cc(Br)c(OC)cc2OC)C1 (stereo unspecified)	-2	u	15	2%	-5%	8%	-3%
43	Cc1ccc(C(=O)N2CCN(c3ncccn3)CC2)cc1NC1=NC2CS(=O)(=O)CC2S1 (stereo unspecified)	-1	-6%	-3	29%	-4%	6%	-6%
44	COCCCNC(=O)c1cc2c(-c3ccc(Cl)cc3)nn(C)c2s1	-5	43%	-15	u	13%	-2%	x
45	Cc1cc(S(=O)(=O)N2CCN(C(=O)CCC(=O)N3CCOCC3)CC2)ccc1Br	-1	-10%	-7	4%	3%	3%	-13%
46	Cc1ccc(NC(=O)C2CCN(S(=O)(=O)c3ccc4c(c3)CC(C)N4C(=O)C3CCC3)CC2)nc1 (stereo unspecified)	2	u	-12	8.9µM*	-2%	3%	u
47	COc1cc(/C=N/NC(=O)C(=O)NCc2ccco2)cc(Br)c1O	-3	0%	-10	7%	4%	-2%	-16%
48	CC1(c2ccccc2)O[C@@H]2C[C@H]3[C@@H]4CCC5=CC(=O)C=C[C@]5(C)[C@@]4(F)[C@@H](O)C[C@]3(C)[C@]2(C(=O)CO)O1 (stereo partly specified)	-2	1.9µM*	-5	-8%	2%	2%	0.83µM*
49	CCOC(=O)CNC(=O)CSc1nnc(SCC(=O)NCC(=O)OCC)s1	-3	-8%	-9	13%	8%	-9%	x
50	COc1ccccc1NC(=O)NC1(C(=O)N2CCC(C)CC2)CCCCC1	-4	20%	-8	16%	6%	-7%	0%
51	O=C(Cn1cncn1)NCc1ccc(Cl)cc1	-2	43%[activator]	-16	11%	-3%	-5%	3%
52	CCS(=O)(=O)c1c([N+](=O)[O-])ncn1C	-5	u	-13	u	-3%	0%	-20%
53	O=C(O)c1cc(-c2ccccc2Cl)n(-c2ccc(F)cc2)n1	1	22%	-6	6%	3%	3%	-6%
54	CCOC(=O)C(NC(=O)c1ccccc1Cl)(Nc1ccc(C)c(C)c1)C(F)(F)F (stereo unspecified)	7	2%	24	-11%	-1%	-3%	u
55	C=CCNc1ncnc2c1cnn2-c1cccc(C)c1	34*	0%	+	u	-4%	-1%	175%[activator]
56	Cc1ccc(C)c(N(CC(=O)NC2CCCC2)C(=O)CNC(=O)c2cccs2)c1	-6	17%	-4	-9%	0%	-1%	-1%
57	CCN(C(=O)COC(=O)C1CCN(S(=O)(=O)c2ccc(C)c(C)c2)CC1)C1CCCCC1	x	-17%	x	0%	x	2%	u
58	Cn1nc(-c2ccccc2)c2cc([N+](=O)[O-])ccc21	1	9.3µM*	-7	13µM*	-3%	-5%	-3%
59	CCCc1nc2c(sc3nc4c(cc32)COC(C)(C)C4)c(=O)n1CCN(CC)CC	12	12%	-9	3%	0%[11.5 µM]	1%	-6%
60	Cc1ccc(C(=O)N/C(=C\c2sccc2C)C(=O)NCc2ccco2)cc1	-3	3.3µM*	-4	8%	1%	4%	8%

# An excerpt from above, limited to HCV inhibitor, LmPK inh and Tb PYK inh:
nr | molecule | HCV inhibitor | LmPK inh | Tb PYK inh
50 | COc1ccccc1NC(=O)NC1(C(=O)N2CCC(C)CC2)CCCCC1 | 16% | 6% | -7%
46 | Cc1ccc(NC(=O)C2CCN(S(=O)(=O)c3ccc4c(c3)CC(C)N4C(=O)C3CCC3)CC2)nc1 (stereo unspecified) | 8.9µM* | -2% | 3%
52 | CCS(=O)(=O)c1c([N+](=O)[O-])ncn1C | u | -3% | 0%
56 | Cc1ccc(C)c(N(CC(=O)NC2CCCC2)C(=O)CNC(=O)c2cccs2)c1 | -9% | 0% | -1%

# More entries follow:
no.	molecule	CHX counter	Pf growth 96h	Shiga inhibitor	HCV inhibitor	LmPK inh	Tb PYK inh	Pf growth 48h
61	CCc1cccc(OCCOC(=O)CNS(=O)(=O)c2ccc(NC(C)=O)cc2)c1	x	41%[activator]	x	-23%	x	-13%	38%[activator]
62	COc1cc(/C=C2/S/C(=N/S(=O)(=O)Cc3ccccc3)NC2=O)c([N+](=O)[O-])cc1OC	-1	u	11	-13%	0%	u	u
63	COc1cccc(CN2CCN(C(=O)COc3ccc4ccccc4c3)CC2)c1	-2	u	-24	u	4%	-7%	-25%
64	CCCn1c(SC(C)C(=O)NC2CCCC2)n[nH]c1=O (stereo unspecified)	x	36%	x	15%	x	-13%	7%
65	CCCCC(=O)N1C/C=C\C(c2ccc(OC)cc2)N(Cc2ccc(F)cc2)C(=O)C1 (stereo unspecified)	-2	u	2	29%	7%	3%	u
66	O=C1CC(c2ccco2)CC(O)=C1C=NCC1NCCc2ccccc21 (stereo unspecified)	-2	1%	6	16%	-2%	11%	10µM*
67	Cc1c(C(=O)N2CCN(C)CC2)oc2c1C(=O)CC(C)(C)C2	6	u	-10	3%	-2%	2%	14%
68	CN(C)c1nc(C#N)nc(N(C)C)n1	-4	46%[activator]	-17	8%	-1%	-12%	-1%
69	Cc1cccc(NC(=O)c2cc(S(=O)(=O)N3CCOCC3)cn2C)c1C	-2	6.6µM*	-4	12%	0%	-4%	7%
70	Cc1cc(C)c2oc(-c3ccc(C)c(NC(=S)NC(=O)/C=C/c4ccco4)c3)nc2c1	29*	77%[activator]	44*	4%	-2%	10%	u
71	CCc1ccc(NC(=O)C(=O)NNC(=O)c2cccs2)cc1	28*	u	39*	-4%	2%	6%	74%[activator]
